Tb PFK block – inhibitors of T. brucei phosphofructokinase; 330,000 tested, 0.17% active; O15648; T. brucei PFK, ADP-Glo luminescence; Potency, µM (titrated, usually from 57.5 µM), without a hit: top-dose activity, negative = inhibition, hits mostly inhibitors;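 note: potency is the fitted concentration of half-maximal effect; 0% = uninhibited 1x PFK enzyme wells and -100% = no-enzyme wells; nearly all actives have a fitted effect of over 60% in size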
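PFK 1.25 nM, F6P 0.5 mM, ATP 0.1 mM, 0.1 M TEA pH 8.0, 5 mM MgCl2, 0.01% Tween20, 0.1% BSA; 45 min RT. ADP-Glo readout. qHTS titration up to 57 uM; curves fitted, compounds curve-classed.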
B2AR arrestin – agonists driving beta-arrestin recruitment to human beta2-adrenergic receptor. 330,000 tested, 0.02% active. AID 492947. beta-arrestin recruitment to beta2AR, cell-based reporter. P07550. Potency, µM (series often up to 46.1 µM), inactives show at the highest dose activation, hits mostly activators;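 note: potency is the fitted concentration of half-maximal effect; 0% = DMSO controls and full agonism = EC100 isoproterenol or metaproterenol; nearly all actives have a fitted effect of over 65% in size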
Eya2 phos inh – inhibitors of human Eya2 phosphatase activity; recombinant Eya2, OMFP fluorescence dephosphorylation (OMFP is methylfluorescein phosphate); Potency, µM (series often up to 76.9 µM), inactives show at the highest dose activity, negative = inhibition, usual class: inhibitors; 330,000 tested, 0.006% active; AID 488837; note: potency is the fitted concentration of half-maximal effect; % is set by controls: 0 for no effect and ±100 for the full control effect
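Eya2 (0.2 uM) preincubated 10 min at ambient with compound, then OMFP substrate added at 50 uM; 10 min reaction in 50 mM HEPES pH 7.5, 50 mM NaCl, 5 uM MgCl2, 0.05% BSA, 1 mM DTT. Fluorescence read at Ex 485/Em 525 nm.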
Mito fusion yeast – inhibitors of mitochondrial division or activators of mitochondrial fusion. S. cerevisiae fusion-defective mutant growth rescue, CellTiterGlo 48 h. 320,000 tested, 0.23% active. Potency, µM (titrated, usually from 46.1 µM), for inactives: top-dose growth rescue (activation), usual class: activators;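 note: potency is the fitted concentration of half-maximal effect; % of control where 0% means no effect; nearly all actives have a fitted effect of over 45% in size; temperature-sensitive fusion mutants such as fzo1-1 at 37 °C on non-fermentable ethanol glycerol medium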
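Read-out: ATP-based luminescence (CellTiterGlo, 10 min ambient) reporting growth of fusion-defective ts yeast after 48 hours at 37C on glycerol/ethanol YPEG medium in the presence of compound.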
USP2a block – USP2a (human) protease inhibition; O75604; 330,000 tested, 0.01% active; USP2 core, Ub-CHOP2 coupled fluorogenic reporter, 485/531; Potency, µM (highest dose often 38.3 µM), for the others: at the highest dose activity change, negative = inhibition, actives largely listed as inhibitors;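 note: potency is the fitted concentration of half-maximal effect; plate controls were DMSO wells for no effect and full inhibition by NEM control for full effect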
Target sequence (O75604 whole entry, looked up): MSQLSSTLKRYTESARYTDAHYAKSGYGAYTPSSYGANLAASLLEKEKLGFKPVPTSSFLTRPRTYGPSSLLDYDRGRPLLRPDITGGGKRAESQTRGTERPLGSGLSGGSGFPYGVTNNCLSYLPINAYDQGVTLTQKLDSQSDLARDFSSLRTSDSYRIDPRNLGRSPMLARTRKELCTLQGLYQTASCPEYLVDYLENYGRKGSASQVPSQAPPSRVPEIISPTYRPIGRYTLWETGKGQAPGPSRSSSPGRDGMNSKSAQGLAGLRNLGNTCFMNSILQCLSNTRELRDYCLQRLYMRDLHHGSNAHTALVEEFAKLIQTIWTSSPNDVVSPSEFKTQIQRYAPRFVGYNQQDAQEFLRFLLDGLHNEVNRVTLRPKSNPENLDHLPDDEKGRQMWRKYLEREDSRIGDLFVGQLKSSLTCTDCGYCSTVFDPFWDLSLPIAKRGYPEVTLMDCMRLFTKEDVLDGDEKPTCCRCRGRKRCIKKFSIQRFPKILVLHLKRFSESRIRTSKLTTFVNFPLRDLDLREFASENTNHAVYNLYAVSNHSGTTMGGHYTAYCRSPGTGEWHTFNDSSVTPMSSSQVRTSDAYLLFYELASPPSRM
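USP2 core (10nM final) preincubated 30min RT with compound in 20mM Tris-HCl pH 8.0, 2mM CaCl2, 2mM beta-mercaptoethanol, 0.05% CHAPS; 25nM Ub-CHOP2 plus 25nM reporter substrate added, fluorescence (Ex485/Em531) read after 60min.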
ELG1 DNA repair – ELG1-dependent DNA repair inhibition. HEK293T ELG1-luciferase reporter, luminescence, 16 h; DNA damage induced by 5-fluorouridine. Potency, µM (top dose mostly 46.1 µM), without a hit: at the highest dose activity change, negative = inhibition, most hits filed as inhibitors. 330,000 tested, 2.3% active; note: potency is the fitted concentration of half-maximal effect; % is set by controls: 0 for no effect and ±100 for the full control effect; nearly all actives have a fitted effect of over 55% in size
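Step one: seed 2,000 cells per well. Step two: pin-transfer compound or DMSO alongside 5-fluorouridine. Step three: incubate 16 hr, 37 °C, 5% CO2. Step four: add ONE-Glo, wait 30 min, read luminescence.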
Chronic BCR inh – inhibitors of chronic active B-cell receptor signaling | ABC-DLBCL IkBa-CBG/CBR reporter, luminescence ratio, 4 h | Potency, µM (top dose mostly 46.1 µM), for the others: top-dose ratio change, negative = lower green/red ratio, hits mostly inhibitors | 340,000 tested, 0.05% active; active = well fitted inhibition curve with a large enough effect in the signal ratio, with a control signal flat, not every such curve was filed as active; inconclusive = small, poorly fitted or top-dose-only effect, or effect the other way, or a change in a side signal; the % refers to the signal ratio;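 note: potency is the fitted concentration of half-maximal effect; plate controls were basal doxycycline-induced cells for no effect and cells given 10 µM MG132 for full effect; MG132 reads +100%, hits lower the ratio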
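Cell line TMD8 (human ABC DLBCL), stably expressing tet-inducible CBG68-IkBa fusion and CBR; IMDM/0.5% FBS; cpd up to 46 uM; dox induction, 4 h, 37C/5% CO2; dual luminescence; green/red ratio; MG132 control.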
TCR act – T cell receptor activation | primary human leukocytes, anti-CD3, IL-2 HTRF, 48 h | Potency, µM (series often up to 9.22 µM), inactives show at the top dose activation of IL-2 secretion, usual class: activators | 330,000 tested, under 10 active | AID 504894; note: % of control where 0% means no effect
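IL-2 produced over 48 hr by a-CD3 bead-stimulated primary human leukocytes exposed to compounds was detected with a homogeneous time-resolved FRET immunoassay, 665nm acceptor signal after 320nm excitation.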
uPA generation – cell surface uPA generation inhibition; cell surface uPA generation assay, qHTS; Potency, µM (top dose mostly 38.3 µM), inactives show top-dose activity change, negative = inhibition, most hits filed as inhibitors; 330,000 tested, 0.31% active; AID 540303; active = well fitted inhibition curve with a large enough effect; inconclusive = small, poorly fitted or top-dose-only effect; inactive = no such curve, though single readings can be large or run the other way; tested in mouse RAW 264.7 cells; note: potency is the fitted concentration of half-maximal effect; % is set by controls: 0 for no effect and ±100 for the full control effect; nearly all actives have a fitted effect of over 55% in size
TSHR antagonist – human thyrotropin receptor antagonism | AID 504810 | 330,000 tested, 0.2% active | P16473 | activity change, negative = inhibition, % at 11.5 µM | TSHR-expressing cells, TSH-stimulated cAMP HTRF, 2 h; hits give low values;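 active = activity change below a set negative limit, meaning inhibition stronger than a set level, cut at about -70% in these data; inconclusive = activity change between two set negative limits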; note: % is set by controls: 0 for no effect and ±100 for the full control effect
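Cell-based HTRF cAMP assay; TSHR cells + compound, TSH EC80 (4nM final), 2 h, 37 deg C. Lysis with anti-cAMP cryptate and cAMP-d2, 30 min RT, read 665/620 nm.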
PTAP TSG101 blk – blocks PTAP/TSG101 interaction to inhibit HIV-1 budding; Fluorescence polarization, FITC-PTAP peptide / Tsg101 binding; Potency, µM (doses to about 115 µM), without a hit: at the highest dose activity change, negative = inhibition, hits mostly inhibitors; 340,000 tested, under 10 active; active = well fitted inhibition curve with a large enough effect in the main read-out, with a control signal flat, not every such curve was filed as active; inconclusive = small, poorly fitted or top-dose-only effect, or effect the other way, or a change in a side signal; inactive = no such curve, though single readings can be large or run the other way; note: potency is the fitted concentration of half-maximal effect; % of control where 0% means no effect
Target sequence (Q99816 whole entry, looked up): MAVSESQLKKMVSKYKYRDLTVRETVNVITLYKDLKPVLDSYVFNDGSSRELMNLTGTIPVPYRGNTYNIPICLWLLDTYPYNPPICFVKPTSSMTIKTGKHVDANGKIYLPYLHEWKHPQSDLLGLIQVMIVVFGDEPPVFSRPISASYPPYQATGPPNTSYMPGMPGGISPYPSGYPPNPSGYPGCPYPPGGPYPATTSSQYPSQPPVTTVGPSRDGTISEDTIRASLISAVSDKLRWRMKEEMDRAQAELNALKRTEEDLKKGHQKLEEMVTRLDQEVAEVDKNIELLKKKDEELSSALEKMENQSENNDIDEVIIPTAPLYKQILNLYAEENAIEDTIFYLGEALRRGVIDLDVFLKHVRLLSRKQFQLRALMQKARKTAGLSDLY
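FP read-out: FITC-PTAP peptide, 50 nM final, binding Tsg101 binding domain, 10 uM final; 20 min, r.t.; 10 mM HEPES pH 7.5, 0.15 M NaCl, 0.01% Tween 20, 3 mM EDTA, 0.1 mM TCEP.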
* hit, by the source's call; ? = inconclusive; . = no result given; [ ] = dose if it differs, or a comment. Unless noted, calls come from the whole dose curve; as a rule, active = well fitted curve in the direction sought with a large enough effect; inconclusive = small, poorly fitted or top-dose-only effect, or another doubt; inactive = no such curve, though single readings can be large; an effect the other way counts as inactive or inconclusive.

SMILES | Tb PFK block | B2AR arrestin | Eya2 phos inh | Mito fusion yeast | USP2a block | ELG1 DNA repair | Chronic BCR inh | TCR act | uPA generation | TSHR antagonist | PTAP TSG101 blk
COc1ccc(C)cc1S(=O)(=O)NCC(c1ccc2c(c1)OCO2)N1CCOCC1 (configuration not stated) | -9% | 0.0% | 31% | -3% | -1% | 1% | 0% | -8% | -2% | -2 | 1%
CCn1c(=O)c2c(nc(SCc3ccccn3)n2C)n(C)c1=O | 2% | 0.1% | -11% | 1% | 1% | 2% | 4% | 1% | 1% | 14 | -1%
C=CCOc1ccc(/C=C/C(=O)OCC(=O)N2CCC(c3ccccc3)=N2)cc1 | -2% | 3.2% | 0% | 2% | 0% | ? | ? | 0% | -13% | -7 | 2%
CCOC(=O)c1cnn(-c2ccc(NS(=O)(=O)c3ccc(Cl)cc3)cc2)c1C(F)(F)F | 1% | 5.1% | -18% | -5% | -2% | 23µM* | ? | -1% | 7% | -16 | 0%
COc1ccc(OC2C(=O)N(Cc3ccc(F)cc3)C2c2ccc(OC)c(OC)c2)cc1 (configuration not stated) | 0% | 1.1% | 9% | 4% | 0% | -12% | 4% | 10% | 0% | 11 | 0%
Cc1ccc(CNC(=O)CN(C)S(=O)(=O)c2ccc3c(c2)n(C)c(=O)c(=O)n3C)cc1 | -2% | 0.0% | -3% | -3% | 2% | 15% | 3% | 1% | 2% | 7 | -5%
CCN(Cc1ccccc1)C(=O)c1cc2c(=O)oc3ccc(C)cc3c2s1 | -5% | -0.7% | 31% | 19% | 1% | ? | ? | 2% | 0% | -11 | -5%
Cc1ccccc1NC(=O)Cn1c([N+](=O)[O-])cnc1C | -1% | 0.2% | 1% | -1% | 1% | 7% | ? | 2%[46.1 µM] | 6% | 20 | -2%
O=C(NNC(=O)c1ccc2ccccc2c1O)c1ccccc1Cl | -5% | 2.1% | -33% | 10% | 0% | 18% | ? | 5% | 1% | 8 | -1%
COc1ccc(S(=O)(=O)NCCCn2ccnc2)cc1C(C)(C)C | 2% | -1.0% | 3% | 1% | 0% | 3% | 5% | -2% | -3% | -4 | -4%
CN(C(=O)COC(=O)C1CCN(S(=O)(=O)c2ccc3c(c2)OCCO3)CC1)C1CCS(=O)(=O)C1 (configuration not stated) | -1% | -0.2% | 6% | 0% | 0% | 14% | 4% | -6% | -13% | 2 | -2%
COc1ccc(N2CCN(c3nc4ccccn4c(=O)c3C=O)CC2)cc1 | -1% | -0.1% | 2% | 5% | 3% | 12% | 0% | 1%[46.1 µM] | 2% | 1 | 1%
COc1ccc(C(=O)NCCS(=O)(=O)N2CCOCC2)cc1 | -3% | 0.1% | 32% | 1% | 0% | -1% | -1% | 4% | -2% | -6 | 0%
COc1cc(F)c(C2=CC(=O)CC(C)(C)C2)cc1F | -3% | 0.1% | -24% | 5% | 3% | ? | ? | -2% | -6% | 0 | 0%
Cc1nn(Cc2c(F)cccc2Cl)c(=O)c2ccccc12 | 1% | 0.0% | 6% | 18% | 2% | 0% | 0% | 1% | 0% | -11 | -4%
COc1cc(S(=O)(=O)N2CCCCC2)ccc1NC(C)=O | 2% | -0.2% | -5% | 1% | 3% | 2% | -6% | . | . | -5 | -3%
CCN1CCN(CCNC(=O)c2ccc3c(c2)N(Cc2ccc(F)cc2)C(=O)c2ccccc2S3=O)CC1 (configuration not stated) | -4% | -0.1% | 9% | -1% | 1% | 11% | 4% | 4% | -2% | -5 | -2%
Cc1cccc(OC(=O)Cn2c(C(F)(F)F)nc3ccccc32)c1 | -6% | 0.2% | 2% | -3% | 2% | 25% | -2% | 2% | -2% | 17 | -2%
CCSc1nc(O)cc(=O)n1-c1ccc(OC)cc1 | -5% | -2.4% | -8%[15.4 µM] | 9% | -1% | 1% | 8% | -2% | . | -21 | -6%
CCOc1ccsc1C(=O)O | 4% | 0.2% | 2% | 3% | 4% | 1% | 1% | -7% | -11% | 2 | -3%
COc1ccc(-c2cccc(CCC(=O)N3CCN(c4cc(C)ccc4C)CC3)c2)cc1 | 4% | 0.0% | -2% | . | -4% | -27% | -7% | -1%[46.1 µM] | -9% | -9 | -5%
O=S1(=O)CCOCCCN1Cc1cccc(C(F)(F)F)c1 | 0% | -1.2% | -1% | 0% | -1% | -6% | 0% | 17% | -10% | -1 | -3%
COc1cccc(CNC(=O)CCCn2c(=S)[nH]c3cc4c(cc3c2=O)OCO4)c1 | 1% | 0.0% | 5% | 0% | 2% | 1% | 1% | 3% | 22% | -12 | -6%
CCOC(=O)N1CCN(C(=O)CN(c2ccccc2OC)S(=O)(=O)c2ccc(OC)cc2)CC1 | -5% | -0.2% | -7% | 0% | 0% | 2% | ? | -11% | -1% | -5 | 0%
CCOC(=O)c1c(NC(=O)C2CCCCC2C(=O)O)sc2c1CCCCC2 (configuration not stated) | -5% | 0.1% | 10% | -4% | 0% | -1% | ? | -7% | 2% | -5 | -3%
C/C(CC(=O)Nc1cc(C)ccn1)=N\NC(=O)c1cccc(C)c1O | -2% | 4.5% | -2% | 6% | 2% | ? | ? | -3% | -3% | -4 | -3%
O=C(CSc1ccc2nnc(-c3ccncc3)n2n1)Nc1nccs1 | -4% | 0.2% | 0% | -2% | 3% | 21% | 3% | 2% | 7% | -3 | -2%
COc1ccc2cc(C(=O)N3CCCC(Nc4ccc(F)cc4)C3)n(C)c2c1 (configuration not stated) | 1% | -0.2% | -4% | 3% | 1% | 3% | 1% | 1% | 1% | -6 | -3%
COc1ccc(CCN=C(N)NS(=O)(=O)c2cc(F)ccc2OC)cc1 | 1% | 0.2% | -5% | -3% | 0% | -1% | 0% | 0% | 3% | -1 | -4%
Cn1nccc1C(=O)N/N=C/c1cccnc1 | -2% | 0.5% | 4% | -1% | 0% | 0% | ? | -1% | 3% | 1 | 2%
COC(=O)c1nc2n(n1)C(c1cccc(Cl)c1)C1=C(CC(C)(C)CC1=O)N2 (configuration not stated) | -2% | 0.2% | -7% | -1% | 0% | 3% | 19% | -2% | -1% | 0 | 4%
CN(C)S(=O)(=O)c1ccc(C(=O)OCC(=O)NCc2ccccc2)cc1 | 9% | -0.9% | 9% | -3% | -1% | 6% | -4% | -3% | 1% | 0 | 2%
CCCCNC(=O)CCn1nc(-c2ccccc2)c2ccccc2c1=O | 0% | -0.5% | 11% | 1% | 0% | 1% | 0% | -4% | -2% | -9 | -9%
COCCNS(=O)(=O)c1ccc(OCC(=O)OC)c(Cl)c1 | -5% | 0.1% | 10% | -4% | -1% | 20% | -1% | -16% | 5% | -7 | -2%
N#Cc1ccsc1NC(=O)c1ccccn1 | 1% | -0.2% | 8% | -6% | 0% | ? | ? | 1% | -4% | 1 | -6%
Cc1cc(N2CCCCC2)c(F)cc1[N+](=O)[O-] | -2% | 0.0% | 8% | 5% | -1% | 25% | 4% | . | . | 2 | 0%
O=S(=O)(Nc1ncccn1)c1ccc(-n2cnnn2)cc1 | -7% | -0.2% | 6% | -3% | 0% | 1% | 7% | -66% | 0% | 6 | 2%
Cc1nnc2n(C3CCCCC3)c(=O)c3c4c(sc3n12)COC(C)(C)C4 | 1% | 0.0% | 15% | 1% | 1% | ? | 4% | 1% | 2% | -13 | -2%
COc1ccccc1NC(=O)C1=C(C)NC2=C(C(=O)CCC2)C1c1ccc2c(c1)OCO2 (configuration not stated) | 1% | 0.0% | 1% | -1% | -7% | -21% | -1% | -5% | 6% | -3 | -5%
Cc1cccc(C(=O)N2CCc3cc(-c4nc(NC(=O)Cn5nnc6ccccc6c5=O)sc4C)ccc32)c1 | 1% | -2.3% | -6% | 8% | 5% | ? | 9% | -3%[46.1 µM] | . | 10 | .
CC(OC(=O)C1CCCCC1)C(=O)Nc1ccc(S(N)(=O)=O)cc1 (configuration not stated) | -6% | 0.1% | 1% | 1% | 1% | ? | -2% | . | -22% | 0 | -3%
O=C(Nc1ccc2[nH]c(=O)[nH]c2c1)Nc1ccc(F)cc1F | -4% | -0.6% | -11% | 2% | 13% | -18% | 10% | -1% | 14% | 2 | -2%
COc1ccc(OCc2cc(C(=O)N3CCCN(C(C)=O)CC3)no2)c(Cl)c1 | 2% | -1.1% | -10% | -8% | 2% | ? | -1% | 1% | -2% | 4 | 1%

Assay outcomes (PubChem BioAssay)

Not a hit list; overall some 3% were active at least once.
